High-throughput results from PubChem BioAssay.
CaV13 FRET inh – Disruptors of the CACNA1D IQ motif to Ca2+-dependent inactivation inhibitor domain association, primary screening, Förster resonance energy transfer in intact living …; HEK cells, CFP/YFP FRET ICDI-IQ, plate reader, 10 min; percent FRET-ratio fall versus neutral wells; inhibition, % at 12.3 µM; 340,000 compounds, 0.098% hits; AID 743397;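 active = mean replicate inhibition of at least 30% and at least 1% of replicates passing that level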;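 note: 0% = median of the neutral control wells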
NR2E3 ag-1 – human photoreceptor-specific nuclear receptor agonism; Q9Y5X4; CHO-S Gal4-NCOR/VP16-NR2E3 two-hybrid, luciferase; inhibition of corepressor binding, % at 3.98 µM; 360,000 compounds, 0.35% hits; AID 602229;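 active = inhibition above the mean of all tested compounds plus 3 SD, cut at about 70% in these data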;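 note: 0% = DMSO with NR2E3 transfected cells and 100% = cells lacking NR2E3 construct; higher means lower luciferase signal from less NR2E3 corepressor binding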
Target sequence (Q9Y5X4 whole entry, looked up, the tested form may be a part): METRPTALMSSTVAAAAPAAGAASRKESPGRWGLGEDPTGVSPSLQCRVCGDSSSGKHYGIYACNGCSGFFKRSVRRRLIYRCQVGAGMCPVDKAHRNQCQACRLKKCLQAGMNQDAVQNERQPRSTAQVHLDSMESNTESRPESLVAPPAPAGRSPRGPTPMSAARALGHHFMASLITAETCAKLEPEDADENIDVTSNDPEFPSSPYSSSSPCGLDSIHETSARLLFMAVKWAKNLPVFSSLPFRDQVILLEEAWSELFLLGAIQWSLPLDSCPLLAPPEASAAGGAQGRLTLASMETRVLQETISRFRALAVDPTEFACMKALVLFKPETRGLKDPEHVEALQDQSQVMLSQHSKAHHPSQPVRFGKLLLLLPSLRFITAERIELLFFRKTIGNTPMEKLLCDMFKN
hiPSC survival – increases survival of single human iPS cells. hiPSC single-cell survival, ATPlite luminescence; 100% = ROCK inhibitor wells, 0% = DMSO. survival enhancement, % at 20 µM. 360,000 compounds, 0.044% hits; in the data active = survival enhancement above about 18%;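 note: cells exposed to compounds for 16 hours before the ATP read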
HIF-2a inh – inhibitors of HIF-2a; 360,000 compounds, 0.72% hits; inhibition, % at 18.8 µM; 786-0 RCC cells HIF-2a reporter, luciferase luminescence, overnight; AID 624352;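 active = inhibition of the luminescence signal of 40% or more relative to plate controls, in a single-dose primary screen at 18.75 µM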
Peg3 promoter – reduces Peg3 promoter-driven luciferase expression in HeLa; HeLa PEG-Prom luciferase reporter, luminescence, overnight; inhibition, % at 20 µM; 360,000 compounds, 1.7% hits; AID 588405;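 active = inhibition of at least 50% at 20 µM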
MITF TRPM1 inh – MITF TRPM1 promoter inhibition in SK-MEL-5 cells. SK-MEL-5 TRPM1 promoter luciferase, 24 h. inhibition, % at 12.5 µM. 330,000 compounds, 0.83% hits;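 active = mean inhibition across replicates of 60% or more, whatever share of single replicates reaches that level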; note: values of inactives mirror those of a sister screen read the other way
Vif inh – HIV Vif inhibition. HEK293T cells, Vif self-association by quenched fluorescence, imaging, 24 h. inhibition, % at 7.49 µM. 340,000 compounds, 0.35% hits. AID 602346; in the data active = inhibition above about 50%, passing the limit was not always enough; note: some results filed as inactive read as strong as hits
aDG glyco up – increases alpha dystroglycan glycosylation | 360,000 compounds, 0.22% hits | activation, % at 10 µM | AID 624168 | Pro5-aDG cells, alpha-DG glycosylation AlphaScreen (IIH6); 0% Pro5, 100% B10-LARGE cell signal;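 active = activation of at least 8% versus controls, or a plate z-score of at least 8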;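 note: Pro5 are CHO cells carrying HIG-tagged alpha-DG that lacks glycosylation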
NR2E3 ag-2 – agonists of human nuclear receptor NR2E3. inhibition of corepressor binding, % at 4.78 µM. 320,000 compounds, 0.12% hits. AID 2300. Q9Y5X4. GST-NR2E3/biotin-RetCOR TR-FRET, 1536-well;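 active = percent inhibition above the cutoff of mean plus 3 SD of all tested compounds, set per screening campaign, cut at about 20% in these data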;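 note: 0% = DMSO wells and 100% = biotin wells as full block of FRET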
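system = GST-tagged NR2E3 plus biotinylated RetCOR corepressor | input = 1.35 nM GST-NR2E3 | also added = 7 nM biotin-RetCOR | schedule = 5 h incubation at 4 °C | measured by = TR-FRET with europium anti-GST and streptavidin-D2, 340 nm excitation | read-out = percent loss of FRET ratio relative to control wells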
Exocytosis inh – blocks lytic granule exocytosis; TALL-104 LAMP-1 surface exposure, flow cytometry; cells stimulated with thapsigargin and PMA; inhibition, % at 10 µM; 360,000 compounds, 0.66% hits; AID 651702;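 active = inhibition above about 55%, limit read from the data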
PDI inh – blocks human protein disulfide isomerase activity. AID 588391. inhibition, % at 10 µM. 350,000 compounds, 0.052% hits. PDI insulin aggregation turbidity, A650, 90 min. P07237;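 active = mean inhibition across replicates of 30% or more, whatever share of single replicates reach that level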;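 note: absorbance from insulin aggregation driven by PDI reduction with DTT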
Target sequence (P07237 whole entry, looked up): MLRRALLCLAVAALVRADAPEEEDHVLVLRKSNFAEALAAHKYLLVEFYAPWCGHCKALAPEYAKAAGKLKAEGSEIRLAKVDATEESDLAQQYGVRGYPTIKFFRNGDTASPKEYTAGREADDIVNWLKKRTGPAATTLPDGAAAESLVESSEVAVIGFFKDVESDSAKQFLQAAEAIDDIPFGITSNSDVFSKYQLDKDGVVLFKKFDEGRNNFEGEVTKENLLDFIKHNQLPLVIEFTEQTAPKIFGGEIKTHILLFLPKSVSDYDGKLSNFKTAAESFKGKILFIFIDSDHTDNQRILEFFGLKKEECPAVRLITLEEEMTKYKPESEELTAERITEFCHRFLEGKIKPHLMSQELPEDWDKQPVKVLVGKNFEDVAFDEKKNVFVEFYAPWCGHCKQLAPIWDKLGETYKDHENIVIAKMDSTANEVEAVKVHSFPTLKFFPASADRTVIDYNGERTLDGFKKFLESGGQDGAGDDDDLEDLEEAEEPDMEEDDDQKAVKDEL
The depositor's hits bear a star; nt = not tested or not shown.

no. | molecule | CaV13 FRET inh | NR2E3 ag-1 | hiPSC survival | HIF-2a inh | Peg3 promoter | MITF TRPM1 inh
1 | Cc1cc2c(cc1C)C(=O)C(Br)=C(N)C2=O | -7 | -9 | 3.5 | -88 | -134 | 62*
2 | NC(=O)/C(=C\c1ccc([N+](=O)[O-])o1)c1ccco1 | -5 | -9 | -1.2 | -18 | 1 | nt
3 | Cc1ccc2cc(CN(Cc3ccco3)C(=S)NCC3CCCO3)c(=O)[nH]c2c1 (stereo unspecified) | nt | 5 | 1.1 | 7 | 16 | 2
4 | CN=C(Nc1cc(C)nn1CCC#N)c1ccccc1 | -9 | 12 | -1.2 | 5 | 6 | 16
5 | Cc1ccc(OCC(=O)Nc2ccc(N3CCOCC3)cc2)cc1 | nt | -7 | -1.5 | 5 | 22 | 5
6 | COC(=O)c1c(C)[nH]c(C(=O)C(C)OC(=O)C2CC(=O)N(CCc3ccccc3)C2)c1C (stereo unspecified) | -4 | 0 | -0.5 | -13 | 11 | 8
7 | COc1ccc(NC(=O)C2CCN(c3nnnn3-c3ccccc3)CC2)cc1 | -7 | -13 | -0.2 | 21 | 4 | 11
8 | N#CCC(=O)Nc1ccc(C(=O)OCC(=O)N=c2sccn2Cc2ccccc2Cl)cc1 | -2 | -7 | -0.5 | 14 | 16 | 4

no. | Vif inh | aDG glyco up | NR2E3 ag-2 | Exocytosis inh | PDI inh
1 | -13 | 6.1* | nt | -2 | -8
2 | 1 | 0.2 | nt | -2 | 5
3 | 13 | -0.1 | -1 | -1 | -9
4 | 7 | -0.2 | 2 | -3 | 7
5 | 13 | -0.1 | 1 | 1 | -4
6 | 21 | 0.2 | -2 | 23 | -2
7 | -1 | -0.2 | 0 | -1 | 6
8 | nt | 5.4* | -1 | 6 | 7

Further structures follow:
no. | molecule | CaV13 FRET inh | NR2E3 ag-1 | hiPSC survival | HIF-2a inh | Peg3 promoter | MITF TRPM1 inh
9 | O=C(NCCCN1CCN(c2ccc(F)cc2)CC1)NC12CC3CC(CC(C3)C1)C2 | -21 | 2 | -0.5 | 18 | 23 | 3
10 | O=S(=O)(Nc1nc2ccccc2nc1Cl)c1ccc(F)cc1 | -15 | 0 | 2.7 | 5 | 15 | 8
11 | CCOc1ccc(CN2CCNC(=O)C2CC(=O)NCCN2CCOC2=O)cc1 (stereo unspecified) | -7 | -11 | 0.3 | 6 | -2 | -11
12 | COc1cccc(CC(=O)OCC(=O)N(C)CC(=O)Nc2ccc(Cl)c(C(F)(F)F)c2)c1 | -4 | 1 | -0.5 | 1 | 3 | 3
13 | COc1ccc(OC)c(N(C)S(=O)(=O)c2cc3c(cc2C)NC(=O)CO3)c1 | -6 | -46 | -1.6 | 11 | 17 | nt
14 | O=c1cnc2ccccc2n1Cc1ccccc1 | -4 | 13 | 0.1 | -8 | -19 | nt
15 | O=C(OCc1ccccc1)/C(=C/c1cccc2ccccc12)NC(=O)c1ccccc1 | -3 | 19 | -3.0 | 15 | 18 | 6
16 | O=C(Cc1cccc2ccccc12)NCC(=O)Nc1ccccc1F | -5 | 7 | 1.4 | 8 | 14 | 2

no. | Vif inh | aDG glyco up | NR2E3 ag-2 | Exocytosis inh | PDI inh
9 | -13 | 0.7 | 0 | 56* | -5
10 | 0 | 0.2 | 4 | 1 | 0
11 | 6 | 0.4 | 2 | 0 | 2
12 | 11 | 0.2 | -3 | 6 | -1
13 | nt | -0.4 | 1 | -8 | nt
14 | 11 | -0.4 | nt | 0 | -4
15 | nt | -0.3 | 2 | 0 | -9
16 | -2 | -0.3 | 0 | -4 | 0

Carrying on:
no. | molecule | CaV13 FRET inh | NR2E3 ag-1 | hiPSC survival | HIF-2a inh | Peg3 promoter | MITF TRPM1 inh
17 | N#Cc1ccc(-c2ccccc2)nc1SCCN1CCOCC1 | -3 | -21 | -1.7 | 5 | -9 | -8
18 | COCC(=O)Oc1c(S(=O)(=O)c2ccccc2)c(C)nn1C(C)(C)C | -4 | 15 | 2.7 | 18 | -8 | -13
19 | CC(C)(C)c1nc(SCC(=O)NCc2ccco2)c2ccccc2n1 | -5 | 10 | 0.8 | 31 | 37 | -5
20 | COc1ccc(NC(=S)N2CCC(N(C)CC3CCCO3)CC2)cc1 (stereo unspecified) | -5 | -2 | 1.0 | 21 | 14 | -6
21 | Cc1ccccc1NC(=S)NNC(=O)c1ccncc1 | -2 | -6 | -2.2 | -35 | 9 | 20
22 | COc1ccc(F)cc1C(=O)C1CCCN(Cc2ccc(Oc3ncccn3)cc2)C1 (stereo unspecified) | -6 | 4 | 3.6 | 8 | 15 | 3
23 | NC(=S)N/N=C/c1c[nH]c2ccc(OCc3ccccc3)cc12 | nt | -11 | -0.8 | -4 | -23 | nt
24 | Cc1nc2ccc(C(=O)N3CCN(C(=O)c4ccco4)CC3)cn2c1N(C)C(=O)CCc1ccccc1 | -5 | 10 | 1.0 | 7 | 1 | nt

no. | Vif inh | aDG glyco up | NR2E3 ag-2 | Exocytosis inh | PDI inh
17 | nt | 0.0 | 5 | 0 | 13
18 | -6 | -0.1 | -1 | 1 | -7
19 | 3 | 0.8 | 5 | 2 | -7
20 | 0 | -0.1 | -2 | -7 | -9
21 | -2 | 0.5 | 2 | -1 | 5
22 | -4 | 0.4 | 0 | -1 | 2
23 | -2 | 0.6 | -1 | 3 | -3
24 | -5 | -0.1 | nt | 5 | 10

Next structures
no. | molecule | CaV13 FRET inh | NR2E3 ag-1 | hiPSC survival | HIF-2a inh | Peg3 promoter | MITF TRPM1 inh
25 | Cc1cc(NS(=O)(=O)c2ccc(NC(=O)C(C)Oc3cc(C)c(Cl)c(C)c3)cc2)no1 (stereo unspecified) | -9 | -12 | -0.5 | 16 | 18 | 7
26 | Cc1ccc(-n2c(CCC(=O)O)ccc2-c2cccs2)cc1C | nt | -29 | 2.9 | -104 | -23 | 0
27 | COC(=O)C1CCN(C(=O)Cn2nnc(-c3cccc(F)c3)n2)CC1 | -21 | 9 | 0.0 | 4 | 0 | -3
28 | Cc1cc(=O)oc2c3c(cc(OCC(=O)NCCC(=O)O)c12)OC(C)(C)CC3 | -2 | 11 | -0.6 | 14 | -8 | -1
29 | Cc1ccc(S(=O)(=O)NN2C(=O)/C(=C\c3ccc(Cl)cc3)SC2=S)cc1 | -5 | -34 | 3.1 | 3 | 4 | 2
30 | O=C1CCCN1c1ccc(S(=O)(=O)N2CCC(c3ccccc3)CC2)cc1 | -8 | 2 | -1.3 | 21 | 20 | 18
31 | CCOc1ccc(CCNC(=O)c2cccc(N3CCCC3=O)c2)cc1OCC | -4 | -15 | -3.4 | 17 | -7 | 0
32 | COc1ccc([N+](=O)[O-])cc1NC1CCN(C(=O)c2cccs2)CC1 | nt | 19 | -0.1 | 17 | 30 | 3

no. | Vif inh | aDG glyco up | NR2E3 ag-2 | Exocytosis inh | PDI inh
25 | -3 | 0.0 | 3 | 11 | -4
26 | -3 | -0.1 | 2 | 6 | 6
27 | -1 | 1.3 | 0 | -3 | -9
28 | -4 | 0.0 | nt | 4 | 2
29 | 14 | 0.0 | 2 | 11 | -2
30 | -14 | 2.4 | 2 | -4 | 0
31 | 7 | 0.0 | -2 | 1 | -13
32 | 7 | 0.2 | -1 | -2 | -4

Other entries follow:
no. | molecule | CaV13 FRET inh | NR2E3 ag-1 | hiPSC survival | HIF-2a inh | Peg3 promoter | MITF TRPM1 inh
33 | CCN1C(=O)[C@H]2[C@@H](c3ccc(-c4ccc(OC)cc4)c(OC)c3)N[C@@](CC(C)C)(C(=O)OC)[C@H]2C1=O | -7 | -22 | -0.9 | -7 | 3 | -27
34 | Cc1ccc(-n2nnnc2SCC(=O)N2Cc3ccccc3CC2C(=O)O)cc1 (stereo unspecified) | 13 | -6 | 0.4 | 13 | -6 | 3
35 | CCCCN(C)C(=O)c1ccc2c(c1)S(=O)(=O)c1ccccc1C2=O | -3 | -7 | -0.2 | -4 | 14 | 0
36 | CC(C)COC(=O)N1CCCC(c2cc(C(=O)Nc3ccccc3Cl)no2)C1 (stereo unspecified) | -17 | 0 | -3.4 | -54 | -33 | nt
37 | CCN(CC)CCCNC(=O)/C=C/C(=O)O | -3 | 3 | 4.4 | 7 | 8 | 5
38 | COc1ccccc1NS(=O)(=O)c1ccc(O)c(NC(=S)NCC2CCCO2)c1 (stereo unspecified) | 7 | -9 | 1.6 | 17 | 1 | -4
39 | COc1ccccc1-c1c(C)nn2c(NCCN3CCCC3)cc(C)nc12 | -7 | -16 | 1.2 | 8 | 3 | 2
40 | Cn1c(=O)c2c(nc(C(O)c3ccccc3)n2C)n(C)c1=O (stereo unspecified) | -6 | -41 | 1.1 | 9 | 7 | -3

no. | Vif inh | aDG glyco up | NR2E3 ag-2 | Exocytosis inh | PDI inh
33 | -8 | 0.1 | nt | 6 | -5
34 | 3 | 0.1 | -4 | 0 | -2
35 | 3 | 0.3 | -3 | -30 | 0
36 | 40 | 0.2 | nt | -3 | -3
37 | 14 | 0.0 | 0 | -4 | -1
38 | -2 | 0.0 | 1 | 1 | 7
39 | -8 | -0.1 | 3 | 7 | -1
40 | 1 | -0.1 | nt | 13 | 0

Complete entries from above. Screens in order: CaV13 FRET inh	NR2E3 ag-1	hiPSC survival	HIF-2a inh	Peg3 promoter	MITF TRPM1 inh	Vif inh	aDG glyco up	NR2E3 ag-2	Exocytosis inh	PDI inh
`COCC(=O)Oc1c(S(=O)(=O)c2ccccc2)c(C)nn1C(C)(C)C` is entered as -4	15	2.7	18	-8	-13	-6	-0.1	-1	1	-7
`COc1ccc(NC(=S)N2CCC(N(C)CC3CCCO3)CC2)cc1` (stereo unspecified) is entered as -5	-2	1.0	21	14	-6	0	-0.1	-2	-7	-9
`NC(=O)/C(=C\c1ccc([N+](=O)[O-])o1)c1ccco1` is entered as -5	-9	-1.2	-18	1	nt	1	0.2	nt	-2	5

Going on with the list.
no. | molecule | CaV13 FRET inh | NR2E3 ag-1 | hiPSC survival | HIF-2a inh | Peg3 promoter | MITF TRPM1 inh
41 | O=S(=O)(NCCn1ccc2ccccc21)c1ccccc1 | -3 | 8 | 4.8 | 17 | 18 | nt
42 | O=c1[nH]c(NC2CCN(S(=O)(=O)c3ccccc3C(F)(F)F)CC2)nc2c1CCCC2 | -4 | -37 | 0.6 | 11 | 4 | 71*
43 | Clc1ccc(-c2nnc3sc(Cc4cccs4)nn23)c(Cl)c1 | -5 | -1 | -2.3 | 26 | 4 | 9
44 | CCN1CCN(c2oc(COc3ccc(Cl)cc3)nc2C#N)CC1 | -6 | 2 | -0.6 | 4 | 17 | 4
45 | O=C(CSc1nnc(-c2cccnc2)n1Cc1ccco1)Nc1cccc(O)c1 | -2 | 13 | 1.7 | 8 | -13 | -1
46 | CC(=O)c1cc(-c2ccccc2)[nH]c1N1CCCC1 | -2 | -5 | -1.0 | 3 | 6 | 11

no. | Vif inh | aDG glyco up | NR2E3 ag-2 | Exocytosis inh | PDI inh
41 | 2 | -0.3 | 3 | 1 | nt
42 | -9 | 0.8 | nt | 11 | -11
43 | -6 | -0.1 | 1 | -2 | -6
44 | -5 | -0.2 | 4 | 4 | 0
45 | -2 | 0.0 | 2 | 5 | 6
46 | 40 | 0.0 | -1 | -3 | -1
